Screening data from PubChem.
LYP phosphatase = inhibition of human PTPN22 tyrosine phosphatase – biochemical, DiFMUP fluorescence, recombinant catalytic domain, 10 µM, primary screen (AID 606) | recombinant LYP catalytic domain, DiFMUP fluorescence; higher % means a stronger effect | inhibition, % at 10 µM; hits with a dose series show IC50 in µM | 52,000 tested, under 10 active;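 active = IC50 under 40 µM in the dose-response test; inactive = IC50 of 40 µM or more, or never dose-tested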
Alkaline phosphatase = inhibition of tissue-nonspecific alkaline phosphatase – biochemical, luminescent (AID 518). inhibition, % at 20 µM; hits with a dose series show IC50 in µM. purified TNAP enzyme, luminescent substrate readout; higher % means a stronger effect. 64,000 compounds, 0.09% hits; in the data active = a potency from the dose series; inactive = the rest, 99 in 100 with inhibition below about 22%;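 also: plate controls were vehicle for no effect and reference inhibitor for full effect; many of its hits are not listed in these tables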
KRASV12 cytotoxicity = viability loss of HPDE-C7K cells – cell-based, fluorescence, HTS, primary screen (AID 431); HPDE-C7K KRASV12 cells, Alamar Blue viability, 48 h; higher % means a stronger effect; cytotoxicity, % at 10 µM, or EC50 in µM where a hit was titrated; 63,000 compounds, 1.7% hits;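 active = compounds whose percent cytotoxicity in the single-dose primary screen, scaled between solvent and toxic-drug controls, exceeds 50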;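 also: 0% = DMSO solvent wells and 100% = doxorubicin-treated wells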
HT1080 cytotoxicity = cytotoxicity in HT1080 fibrosarcoma cells, cell-based, fluorescence readout (AID 620). HT1080 viability, fluorescence; higher % means a stronger effect. cytotoxicity, % at 10 µM; hits with a dose series show EC50 in µM. 87,000 compounds, 0.42% hits;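 also: cells exposed to compound overnight then 4 h with Alamar Blue; 0% = vehicle DMSO and 100% = killing control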
Bfl-1 inhibitors = Bfl-1 inhibitors, primary screen, biochemical, fluorescence polarization, FITC-Bid, mouse (AID 432); displacement, % at 20 µM; hits with a dose series show IC50 in µM; 64,000 compounds, 0.02% hits; FITC-Bid BH3 peptide fluorescence polarization displacement; higher % means a stronger effect; in the data active = a potency from the dose series; inactive = the rest, 99 in 100 with displacement below about 15%; also: strong numbers were not always called active
MK inhibit = blocks S. pneumoniae mevalonate kinase | AID 555 | purified MK, PK/LDH-coupled NADH absorbance 340 nm | inhibition, % at 10 µM | 65,000 compounds, 0.48% hits;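 active = ranked among the strongest by inhibition in the single 10 µM screen, a fixed top-ranked set picked for dose follow-up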; also: no value below 0 was filed
HPDE-C7 cytotoxicity = HPDE-C7 pancreatic duct cell viability loss – fluorescence, HTS (AID 430) | HPDE-C7 pancreatic duct cells viability, fluorescence; higher % means a stronger effect | one-dose cytotoxicity, % at 10 µM; EC50 in µM for titrated hits | 63,000 compounds, 1.8% hits;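 also: cells exposed to compound for 48 hours before viability readout; 0% = vehicle and 100% = reference cytotoxic drug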
PMK inhibit = blocks S. pneumoniae phosphomevalonate kinase. inhibition, % at 10 µM. 65,000 compounds, 0.49% hits. AID 539. purified PMK, PK/LDH-coupled NADH absorbance 340 nm;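 active = top-ranked compounds by inhibition in the single 10 µM screen, taking a fixed number of the strongest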;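 also: 0% = full reaction with DMSO carrier and 100% = background rate without enzyme reaction; no value below 0 was filed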
DPM-DC inhibit = inhibitors of Streptococcus pneumoniae diphosphomevalonate decarboxylase | 65,000 compounds, 0.49% hits | calls only at 10 µM | purified DPM-DC, PK/LDH coupled NADH fluorescence | AID 556;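 active = the 320 compounds with the highest percent inhibition in the single-dose primary screen, excluding strongly autofluorescent ones, cut at about 32% in these data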;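 also: kinetic rate of NADH fluorescence loss reporting ADP formed by the decarboxylase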
PMK inhibit pilot replicates = recorded beside PMK inhibit, whose call it bears; inhibition, %; measured here: pilot screen replicates
MK inhibit pilot replicates = further read-out of MK inhibit, marked with its call; inhibition, %; measured here: pilot screen replicates
DPM-DC inhibit pilot screen % = further read-out of DPM-DC inhibit, marked with its call; inhibition, %; measured here: pilot screen trials
The depositor's hits bear a star; i = inactive; / = not tested or not shown. Rule as the data show it, unless noted: active = cytotoxicity above about 50%; inactive = the rest. Outcome played no part in choosing rows; about 3.5% have a hit in one of these screens.

SMILES	LYP phosphatase	Alkaline phosphatase	KRASV12 cytotoxicity	HT1080 cytotoxicity	Bfl-1 inhibitors	MK inhibit	HPDE-C7 cytotoxicity	PMK inhibit	DPM-DC inhibit	others
CCOC(=O)C1C(=O)CC(C)(O)C(C(=O)OCC)C1c1ccco1 (configuration not stated)	-2%	9%	1%	-6%	4%	0	-6%	6	i
C(=N\c1nc2ccccc2[nH]1)/c1cccs1	13%	3%	1%	25%	-3%	0	7%	1	i
Cc1nnc(NC2=NCCC2)s1	6%	10%	2%	1%	-6%	7	-7%	14	i
Cc1noc(C)c1S(=O)(=O)N(CC(=O)N1CCn2c1nc1ccccc12)c1ccc(C(C)C)cc1	0%	8%	8%	-14%	-6%	6	9%	3	i
CCCc1cc(C(=O)Nc2sc3c(c2C(=O)OCC)CCCC3)no1	12%	-2%	3%	4%	-6%	5	-2%	4	/
CN1CCN(C(=O)c2ccc3c(c2)N(Cc2ccc(Cl)cc2)C(=O)c2ccccc2S3=O)CC1 (configuration not stated)	10%	-7%	-16%	5%	-4%	4	-26%	1	i
CCOc1ccccc1C1C(C#N)=C(N)Oc2n[nH]c(CC)c21 (configuration not stated)	2%	8%	-2%	2%	-2%	5	0%	7	i
CCCS(=O)(=O)N1CCN(C(=O)c2ccco2)CC1	/	8%	-5%	/	3%	4	-13%	0	i
Cc1nc2sc(C(c3cccs3)N3CC(C)CC(C)C3)c(O)n2n1 (configuration not stated)	3%	14%	3%	8%	-2%	0	1%	4	i	PMK inhibit pilot replicates=0.0;MK inhibit pilot replicates=0.0;DPM-DC inhibit pilot screen %=0.0
O=C(CSc1nc(-c2ccccc2)cs1)NC(=O)NCc1ccco1	17%	16%	4%	-5%	3%	4	0%	15	i	PMK inhibit pilot replicates=0.0;MK inhibit pilot replicates=0.0;DPM-DC inhibit pilot screen %=0.0
CCOc1cc(C2NC(=O)NC(O)(C(F)(F)F)C2C(=O)c2ccc(OC)cc2)ccc1O (configuration not stated)	-4%	10%	2%	4%	4%	8	-5%	3	i
COc1ccc(CCNS(=O)(=O)c2ccc3oc(C(=O)O)c(C)c3c2)cc1OC	-15%	6%	-7%	-9%	6%	0	-7%	14	i	PMK inhibit pilot replicates=0.5;MK inhibit pilot replicates=0.0;DPM-DC inhibit pilot screen %=0.0
COc1cc(NC(=O)Cc2cccs2)ccc1-n1cnnn1	20%	1%	5%	2%	2%	4	8%	6	i	PMK inhibit pilot replicates=2.0;MK inhibit pilot replicates=0.0;DPM-DC inhibit pilot screen %=2.0
O=C1CCCN1CN(C(=O)c1ccccc1)c1ccc(F)cc1	11%	4%	9%	-3%	0%	4	0%	0	i
CN(C)C=Nc1nonc1N	7%	10%	12%	1%	-2%	8	-28%	7	i	PMK inhibit pilot replicates=2.5;MK inhibit pilot replicates=1.0;DPM-DC inhibit pilot screen %=3.5
O=C(O)CCCc1nc(-c2ccccc2)no1	8%	10%	-12%	-1%	1%	9	-4%	6	i	PMK inhibit pilot replicates=2.5;MK inhibit pilot replicates=2.5;DPM-DC inhibit pilot screen %=5.5
CC(C)(C)c1cnnn1-c1ccc(-c2csc(N)n2)cc1	/	5%	/	3%	-17%	1	/	20	i
CCn1c(SCC(=O)Nc2cccc(NC(=O)c3ccco3)c2)nnc1-c1cccs1	9%	10%	-6%	18%	-6%	4	-1%	19	i
CCOc1ccc2nc(SC(CC)C(=O)Nc3cc(C)on3)sc2c1 (configuration not stated)	21%	-4%	6%	12%	-9%	9	-2%	21	i
Cn1c(=O)oc2cc(S(=O)(=O)N3CCC(C(=O)Nc4ccc(OC(F)(F)F)cc4)CC3)ccc21	/	9%	-31%	/	-1%	2	-30%	14	i	PMK inhibit pilot replicates=2.0;MK inhibit pilot replicates=0.0;DPM-DC inhibit pilot screen %=4.5
OCC#CCSc1nnc(-c2ccncc2)o1	-9%	12%	-1%	-2%	-2%	11	-5%	12	i
Cc1ccc(NC(=O)c2noc3c2CCCCC3)cc1	5%	12%	-10%	-3%	-7%	10	-12%	7	i
CCN(CC(=O)Nc1cccc(C(C)=O)c1)S(=O)(=O)c1ccc(OC)cc1	-3%	4%	-4%	3%	-1%	8	-11%	10	i
COc1ccc(OC(C)=O)c(C2c3cc(OC)c(OC)cc3CCN2C(C)=O)c1 (configuration not stated)	15%	3%	12%	-1%	-3%	4	13%	20	i
O=C(C1CCCN(S(=O)(=O)Cc2ccccc2)C1)N1CCc2ccccc21 (configuration not stated)	14%	10%	-7%	-1%	-8%	6	-4%	0	i
CC(C)C1CC(=O)NC(SCC(=O)Nc2ccc(Br)cc2)=C1C#N (configuration not stated)	-3%	10%	/	0%	-1%	8	/	12	i
CCOc1ccccc1C(=O)N(Cc1ccco1)C1CCS(=O)(=O)C1 (configuration not stated)	/	6%	42%	-3%	-8%	7	-5%	4	i
COCCN(CCOC)S(=O)(=O)c1ccc(C(=O)NC2CCN(Cc3ccccc3)CC2)cc1	8%	8%	-6%	1%	9%	0	-3%	21	i
Cc1nc(SC2CC(=O)N(c3ccccc3)C2=O)nc2c1CCCC2 (configuration not stated)	4%	12%	-14%	1%	-6%	9	-12%	6	i
CCCCCCC(=O)N1CCN(c2cc3c(cc2F)c(=O)c(C(=O)O)cn3CC)CC1	4%	12%	-6%	15%	0%	0	2%	7	i
COc1ccc(CCNc2oc(-c3ccccc3OC)nc2C#N)cc1	10%	16%	27%	2%	9%	16	14%	18	/	PMK inhibit pilot replicates=2.0;MK inhibit pilot replicates=3.0
c1ccc2cc3[nH]c(CN4CCCCC4)nc3cc2c1	-4%	-6%	6%	2%	1%	7	-3%	6	i
CS(=O)(=O)n1nc(OC(=O)c2cccc3ccccc23)cc1N	5%	5%	0%	-4%	8%	1	0%	0	i
O=C(CCN1CCOCC1)Nc1c(-c2ccccc2)c2cc(Br)ccc2[nH]c1=O	2%	/	/	5%	/	3	/	6	i
COc1ccc(C2C(C(=O)Nc3cc(C)on3)c3ccccc3C(=O)N2C)cc1 (configuration not stated)	/	1%	-4%	10%	-1%	6	-10%	7	i
CCN(C1CCCCC1)S(=O)(=O)c1ccc(S(=O)(=O)NCc2ccncc2)cc1	10%	8%	-14%	3%	-7%	0	-15%	7	i
C=C(C)CN(CC)CCC(=O)Nc1ccc(OC)cc1OC	0%	17%	14%	-4%	-1%	6	10%	3	i
O=C1C(=O)N(CCCn2ccnc2)C(c2cccnc2)/C1=C(/O)c1ccc(Br)cc1 (configuration not stated)	4%	11%	-11%	-5%	-3%	5	-1%	0	i
O=C(COC(=O)Cc1cccs1)Nc1ccccc1	0%	8%	-11%	-1%	-4%	0	-16%	10	i
COc1ccc2nnc(-c3ccccc3)n2n1	/	2%	-1%	4%	2%	5	-4%	0	i
CS(=O)(=O)N1CCN(C(=O)c2ccccc2)C1	0%	1%	-14%	7%	-1%	6	-9%	3	i
CCCc1nc2ccccc2c2nc(N)nn12	11%	12%	10%	0%	-1%	12	-8%	4	i	PMK inhibit pilot replicates=2.5;MK inhibit pilot replicates=0.0;DPM-DC inhibit pilot screen %=0.0
Cc1ccc(S(=O)(=O)N2CCN(C(=O)c3c(C)nn(-c4ccccc4)c3Cl)CC2)cc1	10%	5%	-6%	8%	-7%	9	-17%	13	i
C=CCn1c(Cc2ccc(OCC)cc2)nnc1SCC(N)=O	12%	-12%	11%	0%	-7%	9	3%	0	i
CC(C)(C)c1ccc(S(=O)(=O)N2CCCCC2C(=O)NCc2ccccn2)cc1 (configuration not stated)	11%	2%	5%	-6%	-2%	3	-6%	0	i
CCOC(=O)C(CCSC)NC(=O)CN (configuration not stated)	6%	5%	-10%	0%	-5%	5	-1%	0	i
CCCC(=O)Nc1ccc2c(c1)nc1n2CCSC1	8%	6%	4%	20%	8%	0	1%	3	i
COc1cccc(Cn2nnc(C(=O)NCc3ccc(F)cc3)c2N)c1	/	-6%	-21%	0%	-3%	2	-11%	0	i
CCOC(=O)c1cc2cc(OC)ccc2[nH]1	/	8%	6%	-5%	-6%	6	0%	6	i
O=C(CN1CCC(c2nc3ccccc3[nH]2)CC1)NCc1ccc2c(c1)OCO2	14%	11%	-10%	-4%	-1%	9	2%	13	i
COc1ccc(CCN2C(=O)C(O)=C(C(=O)c3ccco3)C2c2cccs2)cc1OC (configuration not stated)	5%	9%	10%	2%	-5%	0	8%	5	i
CC(C)Cn1cc(C(=O)NCC2CCCO2)c2c3ccccc3n(C)c2c1=O (configuration not stated)	-7%	4%	-4%	5%	8%	11	-5%	13	i	PMK inhibit pilot replicates=1.0;MK inhibit pilot replicates=2.5;DPM-DC inhibit pilot screen %=14

Grouped by structure, those above containing a thiophene ring, fused or not (7)
SMILES	LYP phosphatase	Alkaline phosphatase	KRASV12 cytotoxicity	HT1080 cytotoxicity	Bfl-1 inhibitors	MK inhibit	HPDE-C7 cytotoxicity	PMK inhibit	DPM-DC inhibit	others
C(=N\c1nc2ccccc2[nH]1)/c1cccs1	13%	3%	1%	25%	-3%	0	7%	1	i
CCCc1cc(C(=O)Nc2sc3c(c2C(=O)OCC)CCCC3)no1	12%	-2%	3%	4%	-6%	5	-2%	4	/
Cc1nc2sc(C(c3cccs3)N3CC(C)CC(C)C3)c(O)n2n1 (configuration not stated)	3%	14%	3%	8%	-2%	0	1%	4	i	PMK inhibit pilot replicates=0.0;MK inhibit pilot replicates=0.0;DPM-DC inhibit pilot screen %=0.0
COc1cc(NC(=O)Cc2cccs2)ccc1-n1cnnn1	20%	1%	5%	2%	2%	4	8%	6	i	PMK inhibit pilot replicates=2.0;MK inhibit pilot replicates=0.0;DPM-DC inhibit pilot screen %=2.0
CCn1c(SCC(=O)Nc2cccc(NC(=O)c3ccco3)c2)nnc1-c1cccs1	9%	10%	-6%	18%	-6%	4	-1%	19	i
O=C(COC(=O)Cc1cccs1)Nc1ccccc1	0%	8%	-11%	-1%	-4%	0	-16%	10	i
COc1ccc(CCN2C(=O)C(O)=C(C(=O)c3ccco3)C2c2cccs2)cc1OC (configuration not stated)	5%	9%	10%	2%	-5%	0	8%	5	i
